PhoP GFP inhibition: Inhibition of PhoP regulon, Salmonella typhi GFP reporter cells, confirmation, 4 h (AID 1850); Salmonella Typhi PhoP-promoter GFP reporter, fluorescence, 4 h; higher % means a stronger effect; inhibition, % at 50 µM, or IC50 in µM where a hit was titrated; 0.33% of 310,000 active; in the data active = a potency from the dose series; inconclusive = inhibition mostly from about 25% at the one dose, without a potency; inactive = the rest, 99 in 100 with inhibition below about 19%;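 note: 0% = induced wells with vehicle and 100% = uninduced wells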
influenza NS1A: H1N1 influenza NS1A inhibitors, functional cell based assay (AID 504329) | one-dose inhibition, % at 12.5 µM; IC50 in µM for titrated hits | 0.3% of 340,000 active | NS1A functional cell-based assay, percent inhibition; higher % means a stronger effect; in the data active = a potency from the dose series; inconclusive = inhibition above about 27% without an active follow-up result; note: strong numbers were not always called active
VEEV TC-83 Vero: inhibitors of VEEV TC-83 cytopathic effect, confirmation, Vero cells (AID 588727). inhibition, % at 20 µM; hits with a dose series show IC50 in µM. Vero cells, VEEV TC-83 cytopathic effect inhibition; higher % means a stronger effect. 0.13% of 350,000 active; in the data active = a potency from the dose series; inconclusive = inhibition mostly from about 14% at the one dose, without a potency; inactive = the rest, 99 in 100 with inhibition below about 12%; note: strong numbers were not always called active
M. tuberculosis: growth inhibition of non-replicating M. tuberculosis (AID 488890) | Mycobacterium tuberculosis non-replicating, growth inhibition; higher % means a stronger effect | inhibition, % at 25 µM, or IC50 in µM where a hit was titrated | 0.39% of 320,000 active; in the data active = a potency from the dose series; inconclusive = inhibition mostly from about 82% at the one dose, without a potency; inactive = the rest, 99 in 100 with inhibition below about 76%;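 note: plate controls were DMSO cells for no effect and high antibiotic wells for full effect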
H37Rv inhibition: M. tuberculosis growth inhibition, HTS (AID 449762); inhibition, % at 25 µM; hits with a dose series show IC50 in µM; 0.59% of 330,000 active; M. tuberculosis H37Rv growth inhibition, 7H9 media; higher % means a stronger effect; in the data active = a potency from the dose series; inconclusive = inhibition above about 70% without an active follow-up result;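 note: bacterial growth assessed after seven days of incubation; strong numbers were not always called active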
VEEV TC-83 Vero 10K pilot screen: second read-out of VEEV TC-83 Vero, no call of its own (marks repeat the call); inhibition, %; measured here: 10K pilot screen inhibition
The depositor's hits bear a star; i = inactive; ? = inconclusive; . = not tested or not shown; & = joins results of further samples.

SMILES	PhoP GFP inhibition	influenza NS1A	VEEV TC-83 Vero	M. tuberculosis	H37Rv inhibition	others
Cc1cc(C(=O)NNC(=O)/C=C/c2ccc(F)cc2)c(C)o1	-7%	0%	3.3%	11%	-16%
Cc1cc(C(=O)CSc2nnnn2C)c(C)n1CCc1ccc(Cl)cc1	1%	-1%	1.4%	-9%	5%
CCCCN(C(=O)c1cc(S(=O)(=O)N2CCOCC2)ccc1Cl)c1c(N)n(CC(C)C)c(=O)[nH]c1=O	4%	-6%	0.5%	3%	-7%
COc1ccc(/C=N/NC(=S)Nc2ccccc2[N+](=O)[O-])cc1O	-2%	-1%	1.5%	-27%	-3%	VEEV TC-83 Vero 10K pilot screen=5.9
COc1ccc(C(C#N)N2CCCCC2)cc1OC (stereo not given)	-2%	4%	i	-13%	-1%
CCN(CC(=O)NCc1ccc(Cl)cc1)C(=O)C1CCN(S(=O)(=O)c2ccc(OC)c(OC)c2)CC1	-5%	-11%	2.2%	17%	11%
CCOC(=O)c1ccc(NC(c2ccc(N(C)C)cc2)P(=O)(OC(C)C)OC(C)C)cc1 (stereo not given)	6%	-24%	1.9%	21%	?	VEEV TC-83 Vero 10K pilot screen=2.2
O=C1N[C@@H](Cc2ccccc2)C(=O)N2CCCC12 (stereo not given in full)	.	-40%	i	.	.
O=C1NC(=O)C(=Cc2ccccc2)N1	.	7%	i	.	.
O=C(Nc1cc(S(=O)(=O)N2CCCCC2)ccc1Oc1ccccc1)C1=COCCO1	-3%	2%	7.9%	-4%	-17%
CO/N=C/c1ccc(N2CCN(C(=O)c3cccc(C(F)(F)F)c3)CC2)c([N+](=O)[O-])c1	-8%	8%	i	4%	?
Nc1c(N(CCC2=CCCCC2)C(=O)Cc2ccc(F)cc2)c(=O)[nH]c(=O)n1Cc1ccccc1	2%	-9%	8.9%	-2%	-7%

Overlap with the part before: four entries; new compounds follow.
SMILES	PhoP GFP inhibition	influenza NS1A	VEEV TC-83 Vero	M. tuberculosis	H37Rv inhibition	others
O=C1NC(=O)C(=Cc2ccccc2)N1	.	7%	i	.	.
O=C(Nc1cc(S(=O)(=O)N2CCCCC2)ccc1Oc1ccccc1)C1=COCCO1	-3%	2%	7.9%	-4%	-17%
CO/N=C/c1ccc(N2CCN(C(=O)c3cccc(C(F)(F)F)c3)CC2)c([N+](=O)[O-])c1	-8%	8%	i	4%	?
Nc1c(N(CCC2=CCCCC2)C(=O)Cc2ccc(F)cc2)c(=O)[nH]c(=O)n1Cc1ccccc1	2%	-9%	8.9%	-2%	-7%
COc1ccc(C2=NN(C(=O)c3ccc(Cl)c([N+](=O)[O-])c3)C(c3ccccc3)C2)cc1 (stereo not given)	-6%	-5%	i	20%	1%
Cc1cc(C(=O)Nc2ccc3c(c2)OCCO3)nn1C(C)(C)C	1%	-14%	0.2%	28%	61%
CN(c1nnc(N)s1)C1CCCCC1	5%	-4%	1.2%	9%	6%
O=C(CCCCCCCCN1C(=O)c2ccccc2C1=O)N1CCOCC1	-13%	.	2.2%	-3%	-3%
COc1cc(C(=O)N/N=C/c2ccc(OC(=O)c3ccccc3)c(OC)c2)ccc1O	4%	5%	5.2%	49%	8%
CC/C(C)=N/N1C(=O)c2ccccc2NC1(C)CC (stereo not given)	1%	5%	1.2%	-4%	4%
COc1ccc(OC)c(/C=C/C(=O)N(C)CC(=O)Nc2ccc(C)cc2)c1	-3%	8%	0.8%	4%	2%	VEEV TC-83 Vero 10K pilot screen=0.4
COc1ccc(C(=O)Nc2ccc(Cc3ccncc3)cc2)cc1Br	-4%	5%	0.1%	68%	-2%
CC(Nc1ccc(Br)cc1)C(=O)Nc1cccc(S(=O)(=O)N2CCOCC2)c1 (stereo not given)	.	2%	3.6%	.	.
Cc1ccc(S(=O)(=O)N2CCOCC2)cc1C(=O)OCC(=O)NCCc1ccccc1	.	0%	0.9%	0%	-12%
NC(=O)N1c2ccccc2C=Cc2ccccc21	0%	0%&3%	1.0%	6%&7%	4%&-5%
COc1cc(C(=O)OCC(=O)N2CCN(C(C)=O)CC2)ccc1OCC(C)C	6%	-18%	0.7%	-5%	-4%

Looked up one by one from the list above, seven records:
SMILES	PhoP GFP inhibition	influenza NS1A	VEEV TC-83 Vero	M. tuberculosis	H37Rv inhibition	others
Nc1c(N(CCC2=CCCCC2)C(=O)Cc2ccc(F)cc2)c(=O)[nH]c(=O)n1Cc1ccccc1	2%	-9%	8.9%	-2%	-7%
CCCCN(C(=O)c1cc(S(=O)(=O)N2CCOCC2)ccc1Cl)c1c(N)n(CC(C)C)c(=O)[nH]c1=O	4%	-6%	0.5%	3%	-7%
CC/C(C)=N/N1C(=O)c2ccccc2NC1(C)CC (stereo not given)	1%	5%	1.2%	-4%	4%
COc1ccc(C2=NN(C(=O)c3ccc(Cl)c([N+](=O)[O-])c3)C(c3ccccc3)C2)cc1 (stereo not given)	-6%	-5%	i	20%	1%
Cc1ccc(S(=O)(=O)N2CCOCC2)cc1C(=O)OCC(=O)NCCc1ccccc1	.	0%	0.9%	0%	-12%
O=C(CCCCCCCCN1C(=O)c2ccccc2C1=O)N1CCOCC1	-13%	.	2.2%	-3%	-3%
O=C(Nc1cc(S(=O)(=O)N2CCCCC2)ccc1Oc1ccccc1)C1=COCCO1	-3%	2%	7.9%	-4%	-17%

Further entries:
SMILES	PhoP GFP inhibition	influenza NS1A	VEEV TC-83 Vero	M. tuberculosis	H37Rv inhibition	others
Cc1csc(NC(=O)c2cc[n+]([O-])cc2)n1	8%	-11%	0.7%	8%	6%
COc1ccc2c(c1)C(=O)N(CCc1ccc(S(=O)(=O)NC(=O)NC3CCCCC3)cc1)C(=O)C2(C)C	5%	-6%	1.7%	3%	0%
COC(=O)C1=C(C(=O)OC)[C@@H]2N(Cc3ccccc3)c3ccccc3[C@@]23C[C@@H](C(=O)OC)N(C(=O)NC2CCCCC2)C3=N1	10%	17%	1.1%	9%	-3%
CCOc1ccc(S(=O)(=O)Nc2ccccc2C(=O)Nc2ccccc2N2CCOCC2)cc1	-13%	-5%	0.3%	7%	10%
CCOC(=O)C1(Cc2ccccc2)CCN(Cc2cc(OC)c3c(c2)OCO3)CC1	2%	2%	i	26%	3%
O=C(CSc1ccc2nnc(-c3ccccc3)n2n1)NCc1ccc2c(c1)OCO2	-13%	-14%	1.2%	-1%	2%
COc1ccccc1NC(=O)CCn1c(=O)c2cccn2c2ccccc21	9%	5%	11%	16%	3%
CCN1CCN(c2ncnc3scc(-c4ccc(C)c(C)c4)c23)CC1	-7%	10%	4.2%	24%	-6%
COP(=O)(OC)c1nc(-c2cccc3ccccc23)oc1NCCc1ccccc1	-2%	-2%	5.7%	-8%	1%
O=C(c1ccccc1)c1c2c(cc3sc4ccccc4[n+]13)-c1cccc3cccc-2c13	36µM*	20%	0.2%	?	?
Cc1ccc(C(=O)C(C)OC(=O)c2n[nH]c(=O)c3ccccc23)cc1 (stereo not given)	11%	-2%	1.4%	-9%	9%
Cc1ccc(N2CC(NS(=O)(=O)c3cccs3)CC2=O)cc1 (stereo not given)	-2%	-13%	3.1%	2%	-6%
O=C(Nc1cc(-c2ccccc2)[nH]n1)c1ccc(Cl)cc1	2%	-4%	1.8%	4%	2%
CCOC(=O)c1c(-c2ccc(OC)cc2)csc1NC(=O)CSc1ccccc1	4%	10%	6.8%	16%	3%
CCC(CO)Nc1ccc([N+](=O)[O-])c2cccnc12 (stereo not given)	1%	8%	2.1%	6%	4%
O=C(NCc1cccc(Br)c1)C1CC2Cn3c(nc4ccccc43)C2N1c1ccccc1 (stereo not given)	2%	9%	0.5%	36%	-1%
CCOc1cc(CNCCSc2nnnn2C)cc(Br)c1OCc1ccccc1	-2%	-13%	1.9%	58%	70%
O=C(CN1CCN(c2ncccn2)CC1)N1CCCc2c1c(=O)oc1ccc(O)cc21	11%	-3%	1.2%	28%	7%
O=C1CCCCC1Nc1ccc(Br)cc1 (stereo not given)	.	3%	0.1%	.	.
CCCC(=O)N/C(N)=N/c1nc(C)c2cc(C)ccc2n1	5%	.	3.7%	?	46%
CCCCN(CCCC)CCn1cnc2c([nH]c3ccc(OC)cc32)c1=O	-3%	5%	2.7%	66%	-3%
CCOC(=O)c1cnc(SCC(=O)Nc2ccccc2C(=O)OC)nc1N	3%	15%	9.9%	?	62%
COc1ccccc1CNCc1cc(Br)ccc1OC	5%	12%	i	12%	-3%
CC(=O)OC(C(=O)Nc1ccccc1)C(C)S(=O)(=O)c1ccccc1 (stereo not given)	0%	3%	1.4%	8%	0%
CN(NC(=O)NN(C)C(=O)c1ccccc1)C(=O)c1ccccc1	.	8%	7.8%	.	.
Cn1c(O)c(N=NC(=O)CNC(=O)/C=C/c2ccccc2)c2ccccc21	0%	0%	2.1%	8%	-3%
Cc1ccc(-c2nnn(CC(=O)N3CCC(C)CC3)n2)o1	2%	-1%	i	14%	4%
Cc1cc(O)c(C(=O)/C=C/c2cccc([N+](=O)[O-])c2)c(=O)o1	6%	-13%	39%	?	?
Cc1ccc2c(c1)sc(-c1ccc(N(C)C)cc1)[n+]2C	24µM*	-1%	0.2%	?	-1%
Cc1cc(C(c2ccc(O)cc2)c2cc(C)c(O)cc2C)c(C)cc1O	6%	1%	11%	.	-2%
Cc1cccn2c(=O)c(/C=N/O)c(N3CCCC3)nc12	-4%	6%	1.1%	-2%	-3%
CN(C)CCCNCCCNC(=O)c1ccncc1	-8%	3%	i	-3%	4%	VEEV TC-83 Vero 10K pilot screen=0.4
CCOC(=O)c1sc(N/N=C/c2cccc(C)c2)nc1C	-5%	5%	7.2%	6%	?
COC(=O)C1CCN(C(=O)COC(=O)c2ccc3[nH]c4c(c3c2)CCCC4)CC1	-3%	-11%	2.9%	11%	15%
COc1ccc(-c2cc(C(F)(F)F)nc(SCC(=O)Nc3ccc4c(c3)OCO4)n2)cc1	-1%	1%	1.5%	-7%	2%
Cc1ccc(CN2CCN(/N=C/c3ccc(C(=O)O)cc3)CC2)c(C)c1	4%	6%	0.5%	43%	10%
CC(=O)Nc1nonc1-n1nnc(C(=O)NCc2ccccc2)c1C	-5%	-3%	2.9%	0%	1%	VEEV TC-83 Vero 10K pilot screen=0.8
CCOc1ccc(NC(=O)c2ccccn2)cc1	3%	-8%	i	77%	-2%
O=C1NC(c2ccccc2)N=C2Oc3ccccc3C=C12 (stereo not given)	.	-6%	8.6%	.	.
COc1cc(NC(=O)NC(C)(C(F)(F)F)C(F)(F)F)cc(OC)c1OC	9%	1%	4.6%	-3%	-6%
CCOc1ccccc1OCC(=O)NN=C1CCCC(=O)C1	.	-7%	4.1%	-3%	-7%
CCC(O)(Cc1ccccn1)Cc1ccccn1	.	1%	0.8%	.	.
CC(C)NC(=O)C(c1ccc(F)cc1)N(C(=O)CCC(=O)Nc1ccccn1)c1cccc(F)c1 (stereo not given)	10%	7%	1.6%	4%	-1%
COCCCN(C(=O)CCOc1ccc(C(C)(C)C)cc1)c1c(N)n(Cc2ccccc2)c(=O)[nH]c1=O	1%	-1%	1.7%	54%	13%
Fc1ccc(CSc2nnc(-c3cccnc3)n2Cc2ccco2)cc1	0%	3%	2.8%	7%	-14%
COc1ccc2c(c1)OC[C@H]1[C@H]2N2C(=O)CN(Cc3ccc(F)cc3)C(=O)[C@@]2(C)[C@H]1c1ccccc1	.	4%	7.1%	38%	?
CCCCCc1ccc(OCCCC[n+]2ccc(C)cc2)c(CCCCC)c1	-4%	6%	1.2%	?	?
CC(=O)C1CCC2C3CCC4=CC(=O)CCC4(C)C3(Br)C(=O)CC12C (stereo not given)	.	-13%	1.2%	.	.
Cc1ccc(C)c(S(=O)(=O)NCc2ccncc2)c1	-5%	3%	0.3%	-1%	3%
O=C(c1cccc(N2C(=O)C3C4C=CC(C4)C3C2=O)c1)N1CCN(c2ccc(F)cc2)CC1 (stereo not given)	2%	-3%	1.4%	11%	1%
CCC(C)c1cc(S(=O)(=O)N2CCOCC2)ccc1OC (stereo not given)	-2%	-14%	i	-2%	-1%
Cc1cccc(C)c1NC(=O)N1CCCCCCC1	-4%	8%	1.9%	-4%	-6%
CC(OC(=O)c1ccccc1Nc1ccc(SC(F)F)cc1)C(N)=O (stereo not given)	-1%	-6%	1.9%	58%	8%

In the list so far, 3 contain a furan ring, fused or not:
SMILES	PhoP GFP inhibition	influenza NS1A	VEEV TC-83 Vero	M. tuberculosis	H37Rv inhibition	others
Cc1cc(C(=O)NNC(=O)/C=C/c2ccc(F)cc2)c(C)o1	-7%	0%	3.3%	11%	-16%
Cc1ccc(-c2nnn(CC(=O)N3CCC(C)CC3)n2)o1	2%	-1%	i	14%	4%
Fc1ccc(CSc2nnc(-c3cccnc3)n2Cc2ccco2)cc1	0%	3%	2.8%	7%	-14%

Bioassay records deposited in PubChem by Southern Research Specialized Biocontainment Screening Center.
